From PubChem BioAssay
LYP phosphatase = inhibitors of LYP phosphatase, biochemical, fluorescence intensity, uHTS (AID 1779); 0.054% of 290,000 active; Tyrosine-protein phosphatase non-receptor type 22 (Homo sapiens); recombinant LYP phosphatase, fluorescence intensity; higher % means a stronger effect; inhibition, % at 11.5 µM; hits with a dose series show IC50 in µM;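 note: plate controls were vehicle with enzyme for no effect and no enzyme for full effect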
XIAP displacement = XIAP antagonists, biochemical, IAP family, fluorescence polarization (AID 1018) | E3 ubiquitin-protein ligase XIAP (Homo sapiens) | XIAP BIR domain, fluorescence polarization peptide displacement; higher % means a stronger effect | displacement, % at 20 µM; hits with a dose series show IC50 in µM | 0.007% of 200,000 active; in the data active = displacement above about 50%; note: a part of the inactive calls stands beside numbers as strong as those of hits
Lipid droplet = inhibitors of hepatocyte lipid droplet formation, primary screen, imaging, high-throughput imaging, BODIPY stain. inhibition, % at 6.5 µM. 0.4% of 240,000 active. AID 1656, 2009. AML12 mouse hepatocytes, oleate lipid droplets;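 active = lipid droplet intensity inhibited by at least 50%, with more than 500 cells counted; inconclusive = wells with under 300 cells, treated as cytotoxic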
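System: AML12 hepatocytes (mouse). Probe or stimulus: oleic acid at 100 µM to induce lipid droplet formation. Times: overnight treatment with compound plus oleate. Detection: Image-based BODIPY and DAPI two-channel analysis. Evaluation: percent inhibition of filter-corrected integrated lipid droplet intensity per well.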
AID2073 = inhibitors of Mint1-CaV2.2 protein interaction, biochemical, HTRF (AID 2073). Voltage-dependent N-type calcium channel subunit alpha-1B (Homo sapiens). HTRF protein-protein interaction, Mint1-CaV2.2; higher % means a stronger effect. inhibition, % at 20 µM; hits with a dose series show IC50 in µM. 0.19% of 290,000 active; in the data active = inhibition mostly above about 51%, no sharp cut-off; inconclusive = no clear call, values can overlap the other calls; inactive = mostly below about 53%; note: some results filed as inactive read as strong as hits
CSM14.1 death rescue = rescue of cells from ER stress-induced death, primary screen, 384-well, CSM14.1, thapsigargin, ATP luminescence (AID 1222); cellular ATP content (survival), % at 20 µM, or EC50 in µM where a hit was titrated; CSM14.1 thapsigargin-induced death rescue, ATP luminescence; higher % means a stronger effect; 190,000 tested, under 10 active;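 active = EC50 below 50 µM in the dose-response confirmation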;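 note: death triggered by thapsigargin at about 15 µM added after 2 h compound pretreatment; cell ATP read after overnight thapsigargin exposure of roughly 18 to 22 hours; normalized against plate controls of thapsigargin alone and 5% DMSO vehicle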
NOD2 inhibition = NOD2 signaling inhibitors, cell-based, luminescence, uHTS, HEK293 (AID 1566); one-dose inhibition, % at 4 µM; EC50 in µM for titrated hits; 0.63% of 290,000 active; HEK293 NOD2/NF-kB luciferase reporter, luminescence; higher % means a stronger effect; note: many of its hits are not listed in these tables
M17LAP inhibition = P. falciparum M17LAP inhibitors, primary screen, biochemical, fluorogenic H-Leu-NHMec substrate, 1536-well (AID 1619) | Leucine aminopeptidase (Plasmodium falciparum (isolate 3D7)) | recombinant M17LAP, H-Leu-NHMec fluorogenic kinetic assay; higher % means a stronger effect | inhibition, % at 30 µM; hits with a dose series show IC50 in µM | 0.38% of 220,000 active;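 active = compound inhibiting the enzyme by more than half at any dose during confirmatory dose-response retesting; inconclusive = strong single-dose inhibitors picked by rank but not retested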;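 note: plate controls were full reaction with DMSO carrier for no effect and no enzyme background for full effect; strong numbers were not always called active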
P. falciparum M1AAP = P. falciparum M1AAP inhibitors, biochemical, fluorogenic H-Leu-NHMec substrate, 1536-well (AID 1445); Aminopeptidase N (Plasmodium falciparum (isolate 3D7)); recombinant M1AAP, H-Leu-NHMec fluorogenic kinetic assay; higher % means a stronger effect; inhibition, % at 30 µM, or IC50 in µM where a hit was titrated; 0.42% of 220,000 active;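 active = primary inhibition above the hit cutoff, then over 50% inhibition at one or more dose response concentrations, cut at about 23% in these data, passing the limit was not always enough; inconclusive = conflicting primary data, or primary hits not chosen for dose response; inactive = low primary inhibition, or under 50% at every dose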;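 note: plate controls were DMSO full reaction for no effect and no enzyme background for full effect; strong numbers were not always called active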
SIAH1 antagonists = Siah-1 peptide-binding antagonists, primary screen, biochemical, fluorescence polarization, rhodamine-plectin, uHTS (AID 1817); 0.02% of 290,000 active; displacement, % at 20 µM, or IC50 in µM where a hit was titrated; Siah-1 / rhodamine-plectin peptide fluorescence polarization; higher % means a stronger effect; E3 ubiquitin-protein ligase SIAH1 (Homo sapiens);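 active = displacement of at least 50% at 20 µM, with a fluorescence ratio check between 0.3 and a set limit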;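 note: plate controls were Siah plus tracer with DMSO for no effect and tracer alone without Siah for full effect; strong numbers were not always called active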
Lipid droplet cells 6.5 µM = further read-out of Lipid droplet, marked with its call; cell count; measured here: cell count, cytotoxicity flag;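 cells counted across two imaged fields per well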
* hit, by the source's call; ? = inconclusive; . = no result given. Cut-off read from the data, not from the text of the source, unless noted: active = inhibition above about 50%; inactive = the rest. Some of the compounds tested, so the mix of outcomes need not match the whole.

SMILES	LYP phosphatase	XIAP displacement	Lipid droplet	Lipid droplet cells 6.5 µM	AID2073	CSM14.1 death rescue	NOD2 inhibition	M17LAP inhibition	P. falciparum M1AAP	SIAH1 antagonists
Cc1cc(C)cc(-n2ccn(CC(=O)NCCc3ccccc3)c(=O)c2=O)c1	-6.0%	.	3.6	732	-7.8%	.	16.3%	.	.	-1.6%
O=C1Nc2ccccc2C1C(C[N+](=O)[O-])c1ccccn1 (stereo unspecified)	-8.7%	.	.	.	?	.	-1.2%	.	.	-0.8%
Cc1ccc(CS(=O)(=O)c2nc3c(c(N(C)C)n2)CCCC3)cc1	-0.9%	-1.0%	-1.8	705	?	2.0%	5.5%	0.3%	3.7%	1.0%
Cc1cc(C)c2c(n1)sc1c(=O)n(Cc3ccccc3Cl)nnc12	2.1%	-8.5%	.	.	-3.6%	0.0%	25.4%	-2.6%	5.7%	2.5%
Cc1cccc(NC(=O)c2sc3nc(N4CCOCC4)c4c(c3c2N)CCCC4)c1	2.7%	.	11.9	669	38.1%	.	34.0%	.	.	0.4%
O=C(OCC(=O)c1ccco1)c1ccc2ncsc2c1	-6.5%	-0.2%	-2.4	757	21.0%	-2.3%	-3.0%	-3.8%	3.9%	-2.3%
O=C(OC1CCOC1=O)c1ccc(S(=O)(=O)N2CCCCCC2)cc1 (stereo unspecified)	2.0%	-4.3%	-19.5	712	11.5%	.	-3.3%	4.7%	2.9%	-1.8%
Clc1ccccc1CSc1nnc(/C=C/c2ccccc2)o1	-7.3%	-1.4%	.	.	-9.1%	-1.7%	-24.5%	4.2%	2.2%	3.3%
COC(=O)c1cc(-c2ccc(Br)cc2)c2c(=O)[nH]c(=O)n(C)c2n1	-7.5%	.	33.4	398	17.8%	.	19.2%	.	.	3.4%
O=C1N/C(=C/c2ccc(Br)cc2)C(O)=C1C=NCc1ccccc1	-5.9%	-1.2%	-18.2	595	12.3%	0.5%	-31.9%	0.7%	-1.6%	8.3%
O=C(COc1ccc(Cl)cc1)Nc1nc(-c2ccncc2)cs1	-7.8%	.	-4.2	693	-25.2%	.	.	.	.	7.3%
CC(=O)CCc1ccc(OC(=O)c2cccnc2)cc1	-4.0%	-4.1%	3.2	727	-2.8%	0.8%	6.9%	-1.0%	-4.8%	7.5%
Cc1ccc(N(CC(=O)Nc2ccc3c(c2)OCCO3)S(C)(=O)=O)cc1	-8.2%	-1.1%	-26.7	725	-13.7%	-1.3%	-31.2%	.	.	-4.3%
CC(=O)NS(=O)(=O)c1ccc(NC(=S)NC(=O)c2ccco2)cc1	7.6%	-5.7%	.	.	-14.5%	3.3%	-9.3%	8.3%	0.3%	-2.3%
CNS(=O)(=O)c1cccc2nsnc12	-2.8%	-8.0%	6.3	654	-6.9%	-1.2%	-3.1%	-11.7%	6.3%	6.3%
O=C(CC1SC(=Nc2ccccc2)N(Cc2ccccn2)C1=O)Nc1cccc(Cl)c1 (stereo unspecified)	6.3%	-1.8%	-30.7	595	-7.7%	-5.2%	-0.6%	8.3%	7.2%	-1.7%
Cc1ccc(CN2CCC(n3nccc3NC(=O)C3CCOC3)CC2)cc1C (stereo unspecified)	-10.6%	.	9.6	833	7.4%	.	6.7%	.	.	-2.2%
CCC(=O)N(Cc1cc2cccc(C)c2[nH]c1=O)c1ccccc1OC	-5.6%	-4.6%	.	.	-2.1%	-0.6%	4.2%	5.5%	2.3%	-0.8%
COc1ccccc1N1C(=O)CC(N2CCc3ccccc32)C1=O (stereo unspecified)	-4.4%	-6.8%	2.1	725	7.7%	-0.4%	-14.9%	20.4%	17.1%	4.3%
O=C(O)c1cc(-c2ccccc2Cl)n(-c2cccc(Cl)c2)n1	0.6%	.	.	.	-3.0%	.	-12.0%	.	.	3.0%
Nc1ncnc2c1ncn2C1CCC(CO)C(O)C1 (stereo unspecified)	-0.4%	-2.3%	5.0	652	0.7%	.	1.4%	-6.1%	7.7%	1.5%
Cc1ccc(C(=O)c2c(NC(=O)c3ccccc3C)sc(C)c2C)cc1	4.5%	-5.3%	-14.7	688	-4.4%	0.6%	7.3%	-5.5%	2.2%	5.0%
Cc1nnc2n(c1=O)C(CS(=O)(=O)c1ccc3ccccc3c1)CS2 (stereo unspecified)	-3.1%	-5.4%	-13.4	698	23.0%	-2.9%	12.6%	3.8%	-10.0%	1.6%
O=C(N/N=C/c1ccccn1)c1ccc([N+](=O)[O-])cc1	-2.0%	-3.3%	3.0	723	19.8%	-0.8%	-29.8%	-8.7%	-8.1%	-4.6%
CC(C)OP(=O)(OC(C)C)C(C)NC(=O)Cc1ccccc1 (stereo unspecified)	-5.5%	-3.6%	5.2	691	2.5%	.	-0.5%	5.0%	0.2%	0.7%
Cc1ccc(C(=O)COC(=O)c2ccc(-c3cnc4ccccc4n3)cc2)cc1C	5.1%	-0.3%	-34.4	594	32.3%	5.5%	14.6%	7.5%	-5.2%	15.7%
Cc1cc(=O)[nH]c(Sc2c(-c3ccccc3)c3ccccc3[nH]c2=O)n1	-5.4%	-21.0%	.	.	4.2%	0.5%	26.6%	14.7%	6.5%	-1.2%
COC(=O)c1c(NC(=O)COC(=O)c2ccc(Cl)cc2[N+](=O)[O-])sc2c1CCCCC2	3.0%	-3.8%	7.5	665	4.0%	-0.5%	18.1%	-3.6%	8.7%	6.7%
COc1ccccc1N(CC(=O)Nc1ccccc1C(=O)NC(C)C)S(C)(=O)=O	-1.6%	-3.9%	.	.	10.9%	1.9%	-0.4%	-0.8%	6.0%	-1.5%
CC(C)c1nnc(NC(=O)CCC(=O)Nc2ccc(F)cc2)s1	-7.4%	-3.1%	.	.	-7.1%	0.5%	-0.1%	4.9%	-1.7%	-3.3%
Cc1nn(Cc2ccc(C(=O)N3CCN(C(=O)c4ccco4)CC3)o2)c(C)c1[N+](=O)[O-]	-7.0%	.	-21.9	708	-6.4%	.	-0.7%	.	.	1.3%
Cc1cc2c(cc1C)C(c1ccccc1OC(C)C)CC(=O)N2 (stereo unspecified)	-9.4%	.	-5.1	917	7.9%	.	-10.3%	.	.	4.6%
C/C(=N/OC(=O)c1c(-c2c(F)cccc2Cl)noc1C)c1cnccn1	-4.0%	-0.5%	-5.1	723	33.7%	-0.8%	10.6%	-2.0%	2.6%	-0.5%
CN(C)S(=O)(=O)c1cc(NC(=O)CN2CCN(c3ccc(O)cc3)CC2)ccc1Cl	-1.5%	-7.2%	26.7	720	15.9%	.	-4.7%	-4.5%	8.1%	10.9%
CC(=O)c1ccc(Oc2ncnc3sccc23)c(CN2CCOCC2)c1	-2.6%	-3.1%	-1.2	713	0.9%	-2.0%	-4.1%	1.0%	4.9%	19.9%
CSc1ccccc1C(=O)C1CCCN(C(=O)c2ccc(N3CCOCC3)cc2)C1 (stereo unspecified)	-2.0%	-3.4%	-10.8	700	8.3%	2.9%	2.4%	24.2%	0.5%	0.6%
S=C(NCc1ccc2c(c1)OCO2)Nc1ccc2nsnc2c1	-3.4%	-6.5%	5.4	690	-27.2%	-0.2%	2.3%	7.7%	7.9%	-2.0%
COCCN(CCOC)c1nc(-c2ccc([N+](=O)[O-])cc2)nc2ccccc12	-7.2%	.	-28.8	754	9.8%	.	11.1%	.	.	7.7%
Cc1ccccc1OCC(=O)OCC(=O)Nc1ccc(S(N)(=O)=O)cc1	-3.7%	0.7%	.	.	11.5%	-0.2%	8.2%	-0.6%	-0.1%	1.4%
CCCCN(C(=O)Cc1cccc(F)c1)c1c(N)n(CCC)c(=O)[nH]c1=O	-0.9%	-8.7%	14.0	664	-3.4%	-2.2%	0.4%	-5.6%	-2.9%	-2.6%
CC(CCc1ccccc1)NC(=O)c1cnc(Cl)c(Cl)c1 (stereo unspecified)	-11.6%	.	19.3	868	-2.8%	.	20.6%	.	.	2.6%
COc1cc(/C=C/C(=O)N(C)c2ccccc2C(=O)O)cc(OC)c1OC	-7.5%	-1.4%	.	.	0.6%	-0.8%	-9.8%	9.3%	0.7%	2.7%
COc1ccc(OC)c(N(CC(=O)Nc2cccnc2)S(=O)(=O)c2ccc(C)cc2)c1	0.2%	-4.7%	-25.9	773	-8.7%	-3.3%	-8.0%	-2.1%	0.4%	2.3%
COc1cc(/C=C/C(=O)OCC(=O)N2CCCCCC2)ccc1OCC#N	1.6%	-3.1%	2.2	719	11.4%	-1.0%	-8.3%	32.0%	7.8%	7.6%
COc1ccc(C(=O)N=C2SC3CS(=O)(=O)CC3N2c2ccc(C(C)=O)cc2)cc1 (stereo unspecified)	-4.4%	.	-9.4	702	8.6%	.	22.9%	.	.	4.4%
Cc1ccc(S(=O)(=O)NCCc2ccncc2)cc1	-2.8%	1.4%	20.2	654	-0.3%	-2.4%	-16.9%	-7.2%	0.6%	1.7%
CCc1c(C)sc(NC(=O)Cc2ccccc2C)c1C(=O)N1CCOCC1	-7.6%	.	-1.9	814	-28.1%	.	7.9%	.	.	1.9%
COc1cccc(C(=O)NNC(=O)C2CC(C)=C(C)CC2C(=O)O)c1 (stereo unspecified)	-1.8%	0.2%	.	.	5.2%	-2.1%	13.2%	19.0%	0.4%	-0.1%
COc1cccc(/C=N/NC(=O)CC2C(=O)NN=C2C)c1O (stereo unspecified)	-2.2%	-3.3%	6.5	809	10.2%	-0.7%	-6.4%	92.1µM*	-1.6%	3.7%
Cc1c(Cl)cccc1NC(=S)N1CCc2ccccc2C1	8.7%	-6.7%	0.3	701	-19.8%	-0.5%	-13.9%	-1.9%	0.4%	1.4%
CC(C)N1CCc2c(sc(N)c2C#N)C1	-7.1%	-22.9%	.	.	?	-0.2%	-2.4%	-15.3%	9.8%	-2.3%
Cc1cccnc1CN1CCN(Cc2nc(C(c3ccccc3)c3ccccc3)no2)CC1	-0.4%	-15.8%	-7.1	729	1.9%	10.5%	8.1%	2.7%	4.0%	-2.6%

Structures listed so far shown as hits in M17LAP inhibition.
SMILES | LYP phosphatase | XIAP displacement | AID2073 | NOD2 inhibition | M17LAP inhibition | P. falciparum M1AAP | SIAH1 antagonists
COc1cccc(/C=N/NC(=O)CC2C(=O)NN=C2C)c1O (stereo unspecified) | -2.2% | -3.3% | 10.2% | -6.4% | 92.1µM* | -1.6% | 3.7%
